# CXCR6 inh: blocks human CXCR6 beta-arrestin recruitment. O00574. CHO-K1 PathHunter CXCR6 beta-arrestin, luminescence. inhibition, % at 20 µM. 360,000 tested, 0.36% active. AID 602244; in the data active = inhibition above about 34%, passing the limit was not always enough;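 note: antagonist mode with CXCL16 agonist at 10 nM final; 0% = 10 nM CXCL16 with DMSO and 100% = unstimulated wells without agonist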
# 697 NFkB inh: inhibitors of the PMA/ionomycin-induced NF-kB reporter in 697 B cells; AID 435022; 330,000 tested, 0.33% active; inhibition, % at 4 µM; 697 B-cell NF-kB luciferase reporter, 16 h; in the data active = inhibition above about 35%
# Gli-Sufu antag: blocks Gli-Sufu signaling in a luciferase reporter; Sufu-KO-LIGHT fibroblasts, Gli luciferase reporter luminescence; AID 588413; 340,000 tested, 0.74% active; inhibition, % at 5 µM;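 active = inhibition above about 55%, limit read from the data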;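 note: 0% = DMSO-treated cells and 100% = wells with medium but no cells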
# CCR6 antag: antagonists of human CCR6 receptor; P51684; CHO-K1 CCR6 PathHunter beta-arrestin, luminescence, CCL20-stimulated; inhibition, % at 20 µM; 340,000 tested, 0.49% active;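 active = compounds whose inhibition of the agonist-driven luminescence signal at 20 µM reaches about 50%, limit read from the data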;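 note: cells stimulated with CCL20 at 14 nM final; plate controls were DMSO with CCL20 for no effect and DMSO without agonist for full effect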
# Jurkat NFkB inh: lowers PMA/ionomycin-induced NF-kB signal in Jurkat cells | inhibition, % at 4 µM | PMA/ionomycin-induced NF-kB luciferase reporter, luminescence | 330,000 tested, 0.53% active; in the data active = inhibition above about 50%
# APJ antagonist: blocks the human apelin receptor APJ; CHO-K1 APJ beta-arrestin complementation, luminescence; inhibition, % at 20 µM; 330,000 tested, 0.32% active; AID 2521;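 active = inhibition above about 40% at 20 µM, limit read from the data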;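 note: cells challenged with 10 nM apelin-13 agonist together with compound; plate controls were apelin-13 plus DMSO wells for no effect and DMSO wells lacking apelin-13 for full effect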
# Target sequence (P35414 whole entry, looked up): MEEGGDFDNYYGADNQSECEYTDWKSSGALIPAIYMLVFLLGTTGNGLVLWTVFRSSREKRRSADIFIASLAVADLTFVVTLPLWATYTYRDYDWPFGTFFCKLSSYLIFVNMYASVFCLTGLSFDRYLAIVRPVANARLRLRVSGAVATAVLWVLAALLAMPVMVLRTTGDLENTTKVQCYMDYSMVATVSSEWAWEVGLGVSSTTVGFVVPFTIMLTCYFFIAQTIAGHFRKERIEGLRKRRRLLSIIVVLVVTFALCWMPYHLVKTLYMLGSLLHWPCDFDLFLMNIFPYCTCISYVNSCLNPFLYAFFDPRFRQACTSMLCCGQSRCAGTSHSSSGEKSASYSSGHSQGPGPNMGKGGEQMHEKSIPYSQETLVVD
# UBC13 inh: inhibitors of human UBC13 polyubiquitin chain formation; 330,000 tested, 0.47% active; TR-FRET; inhibition, % at 20 µM; AID 485273; in the data active = inhibition above about 45%, passing the limit was not always enough
# Target sequence (P61088 whole entry, looked up): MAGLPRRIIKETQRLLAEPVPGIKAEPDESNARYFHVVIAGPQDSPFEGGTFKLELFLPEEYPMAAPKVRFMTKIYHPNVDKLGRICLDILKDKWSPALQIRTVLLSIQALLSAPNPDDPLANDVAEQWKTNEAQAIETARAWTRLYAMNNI
# EBI2 antag: antagonists of human EBI2 receptor | EBI2 beta-arrestin recruitment, luminescence, 7a,25-OHC stimulated | inhibition, % at 5 µM | 360,000 tested, 0.81% active; in the data active = inhibition above about 38%;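 note: enzyme fragment complementation signal reports receptor beta-arrestin coupling in cells; 0% = agonist plus DMSO wells and 100% = wells without agonist; some results beyond the cut were filed as inactive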
# Target sequence (P32249 whole entry, looked up, the tested form may be a part): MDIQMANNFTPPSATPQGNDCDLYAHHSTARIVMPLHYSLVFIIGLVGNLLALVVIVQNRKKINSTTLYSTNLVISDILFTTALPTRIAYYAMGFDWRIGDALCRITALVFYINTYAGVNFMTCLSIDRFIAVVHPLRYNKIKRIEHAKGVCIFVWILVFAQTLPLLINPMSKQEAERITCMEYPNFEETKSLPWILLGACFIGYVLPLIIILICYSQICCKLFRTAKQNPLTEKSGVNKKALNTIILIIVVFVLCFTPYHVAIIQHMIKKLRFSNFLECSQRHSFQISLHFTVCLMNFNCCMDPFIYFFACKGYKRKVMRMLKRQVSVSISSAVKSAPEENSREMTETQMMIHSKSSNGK
# * = called active by the depositor; x = not tested or not shown. Compounds were not picked by outcome. About 3% of those tested had a hit in this group.
1: CC(=O)CC(c1ccc([N+](=O)[O-])cc1)c1c(O)c2ccccc2oc1=O (centres undefined)
2: CC(C)COCC1CC2(CC(C)(c3csc(N)n3)OC2=O)C(=O)O1 (centres undefined)
3: C#CCOCCOCCOCCNc1nc(N2CCN(C(=O)CCCCCCCCCCNC(=O)[C@H]([C@@H](C)CC)n3cc(CCCCN=C(N)N)nn3)CC2)nc(N2CCN(C(=O)CCCCCCCCCCNC(=O)[C@H](CO)n3cc(CCCSC)nn3)CC2)n1
4: O=C(Nc1cccc(F)c1)C1CCN(C(=O)c2ccc(Cl)cc2)CC1
5: CCC1CCCCN1CCCNC(=O)CS(=O)Cc1nc(-c2ccc(OC)c(OC)c2)oc1C (centres undefined)
6: CCCCC[C@@H]1C=C(C(=O)O)[C@H](c2ccc(Cl)c(Cl)c2)N1S(=O)(=O)c1ccc(C)cc1
7: Cc1cc(C)c(C)c(S(=O)(=O)N2CCN(C(=O)c3ccc4c(=O)n5c(nc4c3)CCC5)CC2)c1C
8: CCOC(=O)C1C(=O)NC(C(=O)OCC)(C(=O)OCC)C1C(C)CC (centres undefined)
Assay by compound	1	2	3	4	5	6	7	8
CXCR6 inh	10	-19	x	3	-4	0	0	0
697 NFkB inh	-23	x	21	12	-16	19	13	x
Gli-Sufu antag	-2	-2	-16	10	-6	-2	0	4
CCR6 antag	20	-8	9	6	12	-2	2	2
Jurkat NFkB inh	-9	x	10	-13	-15	-4	16	x
APJ antagonist	16	x	11	-7	-1	7	-36	x
UBC13 inh	-13	x	121*	10	-2	-25	1	x
EBI2 antag	-3	-1	x	28	-3	2	10	-2

# Some of the entries above in a different format:
entry	molecule	CXCR6 inh	697 NFkB inh	Gli-Sufu antag	CCR6 antag	Jurkat NFkB inh	APJ antagonist	UBC13 inh	EBI2 antag
1	CC(=O)CC(c1ccc([N+](=O)[O-])cc1)c1c(O)c2ccccc2oc1=O (centres undefined)	10	-23	-2	20	-9	16	-13	-3
2	CC(C)COCC1CC2(CC(C)(c3csc(N)n3)OC2=O)C(=O)O1 (centres undefined)	-19	x	-2	-8	x	x	x	-1
3	C#CCOCCOCCOCCNc1nc(N2CCN(C(=O)CCCCCCCCCCNC(=O)[C@H]([C@@H](C)CC)n3cc(CCCCN=C(N)N)nn3)CC2)nc(N2CCN(C(=O)CCCCCCCCCCNC(=O)[C@H](CO)n3cc(CCCSC)nn3)CC2)n1	x	21	-16	9	10	11	121*	x
4	O=C(Nc1cccc(F)c1)C1CCN(C(=O)c2ccc(Cl)cc2)CC1	3	12	10	6	-13	-7	10	28

# Next section:
9: CC(=O)N1CCN(c2ccccc2NC(=O)c2cc3ccccc3o2)CC1
10: Cc1ccc(/C=C(\CCC(=O)O)c2nc3ccccc3s2)cc1[N+](=O)[O-]
11: CN(C)C=NC(=O)c1cc(C(=O)c2ccc(F)cc2)c[nH]1
12: COc1cccc(NC(=O)CN(C)C(=O)c2ccc(-c3ccccc3Cl)o2)c1
13: CCOCCn1c(CN2CCc3ccccc3C2)nc2c1c(=O)n(C)c(=O)n2C
14: CCOCCCNc1ncnc2c1[nH]c1ccccc12
15: COc1ccc(-c2oc(NC(=O)CSc3nncn3C)c(C#N)c2-c2ccc(OC)cc2)cc1
16: Cc1ccccc1NC(=O)/C=C1\SC(=O)NC1=O
Assay by compound	9	10	11	12	13	14	15	16
CXCR6 inh	0	7	-6	0	2	4	10	6
697 NFkB inh	2	-36	11	-30	-18	8	2	13
Gli-Sufu antag	10	24	-5	-1	13	4	-8	-2
CCR6 antag	18	3	10	-6	7	-3	6	6
Jurkat NFkB inh	-10	-3	7	4	23	7	-1	-43
APJ antagonist	8	6	2	11	8	16	-4	3
UBC13 inh	-3	-22	-1	2	8	3	-8	-5
EBI2 antag	12	-16	-2	-2	-15	1	-4	-13

17: Cc1ccc(NC(=O)CSc2n[nH]c(-c3ccncc3)n2)cc1
18: Cc1cc(C)n2nc(CNS(=O)(=O)c3ccc(CC(C)C)cc3)nc2n1
19: CCCC(=O)Nc1ccc2c(c1)nc(CN1CCN(C(=O)OCC)CC1)n2C
20: COc1ccc(-c2noc(CCC(=O)N3CCN(c4cccc(Cl)c4)CC3)n2)cc1
21: O=C(COC(=O)c1ccco1)c1ccc(F)cc1
22: Cc1c2cnccc2c(C)c2c1oc1ccccc12
23: CCOc1ccc(C(=O)NC2CC3CCCC(C2)N3Cc2ccccc2)cc1 (centres undefined)
24: Cc1ccccc1NS(=O)(=O)c1ccc2c3c(cccc13)C(=O)N2C
Assay by compound	17	18	19	20	21	22	23	24
CXCR6 inh	-6	-5	6	-8	-9	-8	5	2
697 NFkB inh	30	-47	-1	3	0	x	12	31
Gli-Sufu antag	4	9	-4	1	0	10	24	22
CCR6 antag	1	0	14	17	4	-7	10	24
Jurkat NFkB inh	-5	-9	14	x	-25	x	-5	-11
APJ antagonist	-4	-26	-5	x	-2	x	2	-12
UBC13 inh	-6	-6	1	x	8	x	10	4
EBI2 antag	-4	0	-3	-6	0	5	-10	4

25: CCOC(=O)c1c(C)[nH]c2c1-c1ccccc1C(=O)C2=O
26: CC(NC(=O)COc1ccccc1)C1COc2ccccc2O1 (centres undefined)
27: Cc1cc(NC(=O)CSc2nc3c(C)ccc(C)c3cc2C#N)no1
28: COc1ccc(-c2nn(-c3ccccc3)cc2/C=N/Nc2ccc(Cl)c(C(=O)O)c2)cc1OC
29: CC1(CCc2ccccc2)NC(=O)N(CC(=O)Nc2ccc(S(N)(=O)=O)cc2)C1=O (centres undefined)
30: COC(=O)C1=C(CSc2nc3c(cc2C#N)CN(C)CC3)OC(N)=C(C#N)C1c1ccccc1F (centres undefined)
31: CCc1ccc(C(C)NC(=O)c2ccncc2)cc1 (centres undefined)
32: CCOC(=O)CSc1nnc(-c2ccccc2OC)o1
Assay by compound	25	26	27	28	29	30	31	32
CXCR6 inh	-2	-9	5	-15	-5	-1	-5	1
697 NFkB inh	x	-82	-5	1	9	33	-22	8
Gli-Sufu antag	96*	1	-6	3	-10	2	-5	-9
CCR6 antag	-21	8	16	11	-7	-1	11	5
Jurkat NFkB inh	x	-89	33	-14	-2	3	16	13
APJ antagonist	x	-1	9	-9	13	-15	-30	12
UBC13 inh	x	-10	0	-11	-6	-10	-6	14
EBI2 antag	-6	3	2	-8	-7	0	-4	-11

# Shown as a hit in UBC13 inh, of those listed so far:
item	mol	CXCR6 inh	697 NFkB inh	CCR6 antag	Jurkat NFkB inh	APJ antagonist	UBC13 inh	EBI2 antag
3	C#CCOCCOCCOCCNc1nc(N2CCN(C(=O)CCCCCCCCCCNC(=O)[C@H]([C@@H](C)CC)n3cc(CCCCN=C(N)N)nn3)CC2)nc(N2CCN(C(=O)CCCCCCCCCCNC(=O)[C@H](CO)n3cc(CCCSC)nn3)CC2)n1	x	21	9	10	11	121*	x

# Following part:
33: O=C(Nc1c(Cl)cc(Cl)cc1C(=O)NCCN1CCOCC1)c1ccc(Cl)cc1Cl
34: Cc1ccc(NC(=O)CN(C)C(=O)Cc2ccc(Cl)c(Cl)c2)cc1
35: O=C(CNCc1ccccn1)Nc1cc(S(=O)(=O)N2CCCCC2)ccc1Cl
36: Cn1cnnc1SCc1nc(N)nc(Nc2ccccc2)n1
37: CO/N=C(\c1ccccc1)c1cccnc1
38: C[C@@H]1COC(=O)[C@H](NC(=O)OCC2c3ccccc3-c3ccccc32)C/C=C\C[C@@H](CC(=O)N[C@H](CO)Cc2ccccc2)C(=O)N1
39: CC1(C)NC(=O)N(CC(O)CN(c2ccccc2)S(=O)(=O)c2ccccc2)C1=O (centres undefined)
40: COc1cc2c(cc1OC)C(C1(O)CCCCC1)NCC2 (centres undefined)
Assay by compound	33	34	35	36	37	38	39	40
CXCR6 inh	1	2	-11	0	7	3	-11	-4
697 NFkB inh	5	7	-7	-7	2	-3	8	x
Gli-Sufu antag	23	-7	20	25	-6	36	24	15
CCR6 antag	13	9	5	12	1	11	0	7
Jurkat NFkB inh	-7	14	12	-10	-3	0	-3	x
APJ antagonist	15	3	-2	5	13	1	23	x
UBC13 inh	1	1	-6	7	5	23	3	x
EBI2 antag	-1	-5	1	-5	6	-7	1	3

41: Cc1nnc(NC2CCCCC2)[nH]c1=O
42: CC(=O)Nc1c2c(nn1-c1ccc(C)cc1)CSC2
43: CCOC(=O)c1cnc(SC)nc1Nc1cccc(F)c1
44: CCOC(=O)C1CCCN(CC(=O)Nc2nccs2)C1 (centres undefined)
45: Cc1c(Cl)cccc1NC(=O)[C@@]1(CC(=O)O)CC(/C=C/c2ccccc2)=NO1
46: CCN(CC)S(=O)(=O)c1cccc(NC(=O)/C=C/c2cccc([N+](=O)[O-])c2)c1
47: COCCNC(=O)c1cc2sc3ccccc3c2s1
48: Nc1ccc(C(=O)N/N=C/c2ccc(N3CCOCC3)s2)cc1
Assay by compound	41	42	43	44	45	46	47	48
CXCR6 inh	-8	5	8	-1	-6	-11	-11	3
697 NFkB inh	10	21	16	14	7	x	-27	13
Gli-Sufu antag	-3	-30	-7	20	6	51	-14	-14
CCR6 antag	1	7	13	1	20	-3	10	6
Jurkat NFkB inh	-4	2	3	1	7	x	-87	3
APJ antagonist	-31	-11	12	-3	1	x	2	-6
UBC13 inh	4	3	3	1	-5	x	-9	-13
EBI2 antag	1	-8	5	6	-6	-4	6	-12

49: CC(C)(C)c1ccc(NC(=O)N2CCN(c3ccc([N+](=O)[O-])cn3)CC2)cc1
50: CCOC(=O)c1c(NC(=O)CSc2nnc(-c3ccccc3)n2CC)sc(C(C)=O)c1C
51: Cc1cccc(NC(=O)c2cccc3c2C(=O)c2ccccc2-3)c1
52: O=C(CSC1=Nc2ccccc2C2=NC(CC(=O)NC3CCCCC3)C(=O)N12)NCc1ccco1 (centres undefined)
53: CCCCc1nc(C(N)=O)c2[nH]c(=O)n(-c3ccccc3F)c2n1
54: Cc1cccc(C)c1NC(=O)CSc1n[nH]c(=O)n1C1CC1
55: Cc1cc(C)cc(NC(=O)CSc2ncc(S(=O)(=O)c3ccccc3)c(=O)[nH]2)c1
56: CC(C)CSc1nc(N2CCOCC2)c2c(c1C#N)CC(C)(C)SC2
Assay by compound	49	50	51	52	53	54	55	56
CXCR6 inh	-5	1	-8	-13	-4	-4	x	-1
697 NFkB inh	-36	-24	2	9	2	22	17	-27
Gli-Sufu antag	3	5	11	5	2	0	x	26
CCR6 antag	11	6	1	-2	3	0	x	15
Jurkat NFkB inh	35	-8	0	2	6	6	-16	-19
APJ antagonist	6	21	-3	-5	21	-3	4	6
UBC13 inh	-5	-4	-6	-13	10	7	-4	-7
EBI2 antag	22	10	33	-1	0	-22	x	25

57: Cc1ccccc1NC(=S)N(CCCN1CCOCC1)Cc1ccccn1
58: COc1ccc(C)cc1N(C(=O)COc1cccc(F)c1)c1nc2ccccc2s1
59: CC(=O)COc1ccc2c(-c3cccc([N+](=O)[O-])c3)cc(=O)oc2c1
60: COC(=O)C1CCN(Cc2cc(=O)oc3cc(C)c(Cl)cc23)CC1
61: CCC(CC)c1nnc(NC(=O)Cc2ccccc2[N+](=O)[O-])s1
62: Cc1cc(NC(=O)CSc2nnc(CNC(=O)c3ccccc3)o2)no1
63: COc1cccc(NC(=O)CN2C(=O)CSc3ccc(S(=O)(=O)N4CCOCC4)cc32)c1
64: Cc1onc(-c2c(F)cccc2Cl)c1C(=O)OCc1cnc(Cl)s1
Assay by compound	57	58	59	60	61	62	63	64
CXCR6 inh	2	8	2	-4	-3	5	4	10
697 NFkB inh	20	-14	8	3	12	-9	1	-5
Gli-Sufu antag	2	13	-18	5	7	-10	7	6
CCR6 antag	1	3	10	13	0	-4	10	18
Jurkat NFkB inh	5	-2	4	6	16	-3	-1	-1
APJ antagonist	2	-9	-1	2	6	5	17	18
UBC13 inh	5	6	-18	1	-7	-5	-4	1
EBI2 antag	-15	22	-4	8	-4	4	-15	13

65: Cc1cc(NC(=O)COC(=O)c2ccc(S(=O)(=O)N3CCCC3)cc2)no1
66: CC(C)Cn1c2c(c(=O)[nH]c1=O)C(C(F)(F)F)(C(F)(F)F)N=C(CCC1CCCCC1)N2
67: C=CCNC(=S)NNC(=O)c1ccc(=O)n(Cc2ccccc2)c1
68: Cc1cccc(C(=O)NCC(=O)OCC(=O)N2CCc3ccccc32)c1
Assay by compound	65	66	67	68
CXCR6 inh	-3	-8	-1	0
697 NFkB inh	8	-53	16	-11
Gli-Sufu antag	-2	15	-4	-3
CCR6 antag	11	2	9	6
Jurkat NFkB inh	6	5	-7	-11
APJ antagonist	-3	-6	-2	1
UBC13 inh	1	-24	5	-9
EBI2 antag	1	-10	8	-8
